# Rv3671c inh: inhibits the M. tuberculosis serine protease Rv3671c. hit rate 0.048% among 320,000. inhibition, % at 5.96 µM. P9WHR9; in the data active = inhibition above about 38%;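 also: extracellular domain of Rv3671c used as enzyme; 0% = enzyme with DMSO and 100% = no enzyme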
# Target sequence (P9WHR9 whole entry, looked up, the tested form may be a part): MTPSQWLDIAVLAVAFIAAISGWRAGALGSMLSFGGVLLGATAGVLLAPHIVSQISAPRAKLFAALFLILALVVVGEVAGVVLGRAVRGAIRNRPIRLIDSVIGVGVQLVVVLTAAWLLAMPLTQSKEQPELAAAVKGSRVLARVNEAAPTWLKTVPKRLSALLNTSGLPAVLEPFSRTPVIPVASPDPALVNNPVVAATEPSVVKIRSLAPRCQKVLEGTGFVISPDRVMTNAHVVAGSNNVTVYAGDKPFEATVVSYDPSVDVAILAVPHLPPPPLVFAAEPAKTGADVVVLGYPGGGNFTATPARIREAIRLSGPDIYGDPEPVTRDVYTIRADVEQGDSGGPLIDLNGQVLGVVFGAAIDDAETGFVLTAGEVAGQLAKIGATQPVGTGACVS
# PrPC TRFRET: reduces human prion protein on the cell surface; P04156; cell surface PrPC, TR-FRET read-out; inhibition, % at 13.8 µM; hit rate 0.43% among 370,000; AID 720596; in the data active = inhibition above about 24%; also: 0% = median of the test wells and 100% = reference compound wells
# DUSP3 inh: inhibitors of human VHR1 phosphatase (DUSP3) | recombinant VHR phosphatase, pNPP absorbance | inhibition, % at 13.3 µM | hit rate 0.52% among 290,000; in the data active = inhibition above about 50%; also: some compounds called inactive have numbers as strong as hits
# Target sequence (P51452 whole entry, looked up): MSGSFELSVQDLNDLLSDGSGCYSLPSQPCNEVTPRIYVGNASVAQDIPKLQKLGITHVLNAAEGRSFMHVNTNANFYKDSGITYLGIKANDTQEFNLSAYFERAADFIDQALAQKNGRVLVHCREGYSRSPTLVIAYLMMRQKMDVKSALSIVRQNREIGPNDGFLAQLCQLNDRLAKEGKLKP
# SSB-PriA inh: inhibitors of Klebsiella pneumoniae PriA binding to SSB C-terminal tail; AlphaScreen SSBct-PriA binding, biotinylated peptide; inhibition, % at 33 µM; hit rate 0.6% among 430,000; in the data active = inhibition mostly above about 37%, no sharp cut-off; inactive = mostly below about 20%;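 also: plate controls were negative control peptide for no effect and reference peptide for full effect; strong numbers were not always called active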
# MazF activator: MazEF (E. coli) toxin RNase activation; P0AE70; FAM/BHQ RNA-DNA oligo cleavage fluorescence, 5 h; activation, % at 20 µM; hit rate 0.32% among 350,000; in the data active = activation above about 50%
# Target sequence (P0AE70 whole entry, looked up): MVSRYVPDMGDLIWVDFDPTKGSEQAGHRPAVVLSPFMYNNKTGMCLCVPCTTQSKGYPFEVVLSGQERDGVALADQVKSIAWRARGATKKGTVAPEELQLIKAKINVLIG
# SARS 3CLpro inh: SARS-CoV 3CLpro protease inhibition; P0C6X7; recombinant SARS-CoV 3CLpro, quenched FRET peptide cleavage; inhibition, % at 6 µM; hit rate 0.14% among 290,000; AID 1706; in the data active = inhibition above about 12%
# BoNT-F LC inh: BoNT F light chain protease inhibition; Multiplex microsphere protease cleavage assay, flow cytometry; inhibition, % at 10 µM; hit rate 0.22% among 360,000; AID 588497; in the data active = inhibition above about 35%, passing the limit was not always enough; inconclusive = no clear call, values can overlap the other calls; also: plate controls were buffer without enzyme for full effect and enzyme alone for no effect
# CCHFV vOTU inh: blocks the CCHF virus ovarian tumor domain protease; CCHFV vOTU protease, Pep-AMC fluorescence; inhibition, % at 11.5 µM; hit rate 0.55% among 370,000; AID 651958; in the data active = inhibition above about 30%; also: 0% = vehicle wells with enzyme and 100% = no enzyme wells
# Anthrax LF prot: blocks Bacillus anthracis lethal factor protease | AID 588501 | P15917 | inhibition, % at 10 µM | multiplex microsphere protease cleavage assay, LF | hit rate 0.12% among 360,000; also: plate controls were buffer without enzyme for full effect and enzyme alone for no effect
# BoNT A protease: blocks Botulinum neurotoxin A light chain protease; inhibition, % at 10 µM; hit rate 0.17% among 360,000; multiplex microsphere protease substrate cleavage, flow cytometry; also: plate controls were buffer without enzyme for full effect and enzyme alone for no effect
# Active calls of the source: *; ? = inconclusive; . = not tested or not shown. Rule as the data show it, unless noted: active = inhibition above about 30%; inconclusive = no clear call, values can overlap the other calls; inactive = below that. Some of the compounds tested; rates above refer to the full screens.
SMILES,Rv3671c inh,PrPC TRFRET,DUSP3 inh,SSB-PriA inh,MazF activator,SARS 3CLpro inh,BoNT-F LC inh,CCHFV vOTU inh,Anthrax LF prot,BoNT A protease
O=C(NNS(=O)(=O)c1ccccc1[N+](=O)[O-])c1cccnc1,1,-4,-3,-9,7,3,14,-7,-2,0.6
Cc1[nH]n(-c2ccccc2)c(=O)c1N=Nc1ccc(C#N)cc1,11,-1,-8,3,3,3,-21,-8,13,-3.0
COc1ccccc1NC(=O)C(CCS(C)(=O)=O)N1C(=O)c2ccccc2C1=O (centres undefined),9,0,-1,-4,4,7,3,0,-1,0.0
S=C1NC[C@H](CC2CCCCC2)N1CCc1cccc2ccccc12,-14,-1,-9,6,-5,.,-11,-2,-5,-0.4
CCC[C@H]1CCCC/C=C\CCCC(=O)OCCN1C(=O)OC(C)(C)C,-9,6,.,-45,5,.,-3,6,-6,-0.1
CCCCc1cc(=O)oc2cc(C)cc(OCC(=O)NCCN3CCOCC3)c12,-1,-1,-3,-16,7,9,-1,-12,-2,0.8
Cc1ccc(-c2nnn(CC(=O)N(c3ccccc3F)C(C(=O)NC3CCCC3)c3ccncc3)n2)o1 (centres undefined),-7,-8,-30,15,6,-5,0,11,1,-0.3
Cc1ccccc1NC(=O)Nc1ccccn1,-9,-2,18,-9,2,2,-6,11,-6,-1.7
COc1ccc(N2CCN(C(=O)CSc3ncnc4c3cnn4-c3ccccc3C)CC2)cc1,-16,3,-2,-11,-10,0,-3,-16,0,-0.5
COc1ccc(Cl)cc1NC(=S)N(CCCN1CCOCC1)Cc1cn(C)c2ccccc12,2,-4,15,6,0,2,-3,-15,-3,-0.2
CCOc1ccc(OCC(=O)Nc2ccc(N3CCCCC3)cc2)cc1,-11,11,-11,0,0,-2,13,25,-1,-1.8
NNC(=O)c1cc2ccccc2cc1O,37*,-6,0,-3,-4,1,-6,22,-2,-0.2
O=C(OCC(=O)N1CCN(C(=O)c2ccco2)CC1)c1ccccc1Cc1ccccc1,-3,-1,-2,-2,1,0,0,-9,3,1.1
CC(N)Cc1cn(Cc2ccccc2)c2ccccc12 (centres undefined),-4,-8,5,2,-23,0,-10,2,-3,-0.1
COc1ccc([N+](=O)[O-])cc1NC(=O)CCS(=O)(=O)c1ccc(Br)cc1,4,-3,10,3,8,0,-18,-8,-7,-1.8
O=C(OCCOc1ccc(Br)cc1)c1ccc(Cl)c(S(=O)(=O)N2CCOCC2)c1,-1,1,.,-27,-2,.,-4,-2,-6,1.6
N#Cc1cc(C#N)c(SCC(=O)N2CC(=O)Nc3ccccc32)nc1N,-14,-4,.,6,6,.,17,5,2,8.2
O=C(CCCn1c(=O)c2sccc2n(CC(=O)NCC2CCCO2)c1=O)NCc1ccco1 (centres undefined),5,3,15,9,0,7,2,-5,1,0.4
CC(=O)Nc1ccc(SCC(=O)NC(=O)c2ccccc2Br)cc1,1,0,.,-7,3,.,.,7,.,.
COc1ccc(C(C#N)CCC2OCCO2)cc1OC (centres undefined),1,2,.,-6,-1,.,14,4,-2,0.2
NC(=S)N=Nc1c(O)n(Cc2ccccc2)c2ccccc12,3,4,-10,-12,7,5,6,-8,0,0.8
O=C(Nc1nc2ccc(F)cc2s1)c1cccc(S(=O)(=O)N2CCc3ccccc32)c1,-60,3,-4,-7,23,1,-7,8,-6,-1.0
C[C@H](CO)N1C[C@H](C)[C@@H](CN(C)S(=O)(=O)c2cccs2)Oc2c(NC(=O)Cc3ccccc3)cccc2C1=O,7,4,.,-3,4,.,-4,-11,-2,-0.7
N=c1c2c(-c3ccccc3)c(-c3ccccc3)n(Cc3ccccc3)c2ncn1CCCn1ccnc1,-5,-11,29,46*,21,-2,2,11,-5,0.7
Cc1nc(NC(=O)/C=C/c2ccc(Cl)cc2Cl)sc1C(=O)N(C)C,3,1,0,-8,79*,0,-4,-4,-1,0.1
Cc1ccccc1SCC(=O)OCC(=O)Nc1ccc(N(C)C)cc1,-4,-1,2,21,2,0,-8,17,-2,-1.8
NS(=O)(=O)c1ccc(NC(=O)CN2CCCCC2)cc1,-1,-1,-10,-2,5,1,-1,-6,6,-0.7
COC(=O)[C@H](C)NC(=O)Nc1cc(OC)ccc1OC,-3,4,-15,-20,-4,-1,4,23,-5,-0.5
COCCn1c(Cc2ccccc2)nnc1SCC(=O)Nc1ccccc1,-4,-2,27,0,7,-2,-4,5,-1,-0.3
Cc1ccc(-n2nnnc2Sc2nc([N+](=O)[O-])nn2C)cc1C,0,-9,10,-13,2,2,-3,-9,-3,-0.1
CC12CCC(=O)C=C1CCC1C2C(O)CC2(C)C(O)CCC12 (centres undefined),.,-5,.,3,2,.,0,1,-8,-0.2
COc1ccc(C2C(C(=O)c3ccco3)=C(O)C(=O)N2CCN2CCOCC2)cc1 (centres undefined),4,-1,31,8,2,2,4,4,0,2.0
CCOC(=O)CC(NC(=O)Cn1nnc(-c2ccccc2Cl)n1)c1ccc(OC)cc1 (centres undefined),-4,-4,25,-3,7,3,-1,8,-2,-0.3
O=C1OC2(CCCC2)OC(=O)C1=Cc1c[nH]c2ccccc12,0,10,17,7,-33,-2,-4,19,-4,-0.8
COc1cccc(NC(=O)c2cc(S(=O)(=O)N3CCc4ccccc43)cn2C)c1,3,6,33,0,0,9,2,-6,-3,0.5
COc1ccc2c(c1)CCCO[C@]21O[C@H](CCO)C[C@H](O)[C@H]1O,.,-4,.,.,9,.,-1,-6,-2,-0.1
CC1CCc2sc(C(=O)NN=C3CCCC3)cc2C1 (centres undefined),.,-3,.,.,4,.,-11,-4,0,-0.5
CC(C)=CC(=O)OCc1cc([N+](=O)[O-])cc2c1OCOC2,-2,-10,4,-8,-4,3,4,3,-6,-0.4
CN(CC(=O)Nc1ccccc1Cl)C(=O)CSc1nc2ccccc2s1,12,1,0,-6,5,3,2,-9,1,-0.3
COCCn1c(SCC(=O)NCc2cccs2)nnc1-c1ccc(OC)cc1,6,-1,32,-13,4,-3,0,10,0,0.1
COC(=O)C1=C(CN2CCN(C)CC2)NC(=O)NC1c1cc(C)ccc1C (centres undefined),-1,-8,6,-10,2,7,7,8,2,0.5
Cc1ccc(Nc2c(-c3ccc(C)o3)nc3cnccn23)cc1,8,-6,36,5,22,7,9,-3,2,-0.3
CS(=O)(=O)c1ccc(Cl)c(NC(=O)c2cc(=O)[nH]c3ccc(S(=O)(=O)N4CCOCC4)cc23)c1,-7,1,.,-1,3,.,-3,-11,-1,-5.1
O=C1COc2ccc(C(=O)COC(=O)c3ccccc3F)cc2N1,5,-4,.,-4,-1,.,-5,13,-8,-4.0
COc1ccc(Cc2noc(CN3CCN(Cc4cccc(Cl)c4)CC3)n2)cc1OC,8,10,0,-14,-5,0,0,10,0,0.7
CN(CC(=O)Nc1ccc(S(N)(=O)=O)cc1)C1CCCCC1,0,4,36,3,-12,-3,2,-17,0,1.9
CCOc1ccc(NC(=O)CCSc2ccc(C)cc2)cc1,-9,9,25,-12,0,1,-6,6,0,-0.8
C=CC[C@@H](CC(=O)N[C@H](CO)Cc1ccccc1)C(=O)N[C@H](C)COC(=O)[C@@H](CC=C)Cc1ccc(F)cc1,3,5,.,-15,5,.,-13,24,-2,-0.1

# Compounds listed so far with bromine, in the order listed:
SMILES,Rv3671c inh,PrPC TRFRET,DUSP3 inh,SSB-PriA inh,MazF activator,SARS 3CLpro inh,BoNT-F LC inh,CCHFV vOTU inh,Anthrax LF prot,BoNT A protease
COc1ccc([N+](=O)[O-])cc1NC(=O)CCS(=O)(=O)c1ccc(Br)cc1,4,-3,10,3,8,0,-18,-8,-7,-1.8
O=C(OCCOc1ccc(Br)cc1)c1ccc(Cl)c(S(=O)(=O)N2CCOCC2)c1,-1,1,.,-27,-2,.,-4,-2,-6,1.6
CC(=O)Nc1ccc(SCC(=O)NC(=O)c2ccccc2Br)cc1,1,0,.,-7,3,.,.,7,.,.

# Continuation:
SMILES,Rv3671c inh,PrPC TRFRET,DUSP3 inh,SSB-PriA inh,MazF activator,SARS 3CLpro inh,BoNT-F LC inh,CCHFV vOTU inh,Anthrax LF prot,BoNT A protease
COC(=O)C1CCN(C(=O)NC2CC(=O)N(c3ccc4c(c3)OCCO4)C2)CC1 (centres undefined),-3,0,.,-17,4,.,4,-2,-2,1.9
CC(=O)c1ccc(OC(=O)c2cccs2)cc1,5,2,2,-2,-3,-1,-7,-6,-1,-3.0
O=C(Nc1ccc(Cl)cc1Cl)NC1CCCC1,0,-5,8,-1,5,0,-13,-17,-2,-1.2
CCOC(=O)CN1C(=O)CSc2ccc(S(=O)(=O)N3CCCC3)cc21,-2,9,12,2,6,-2,-7,-10,1,0.9
Cc1cc(C)c2c(n1)nn1c(N3CCN(c4ccccc4)CC3)cc(C)nc21,-2,-8,-1,-15,6,3,10,-7,-13,0.4
Cc1cc2c(cc1S(=O)(=O)Nc1cccc(F)c1C)NC(=O)CO2,-3,14,18,-10,9,3,-5,-7,-4,0.0
CC1(C)CC(=O)c2sc(NS(=O)(=O)c3ccc(Br)cc3)nc2C1,-1,2,16,-1,1,6,-8,7,-4,-3.2
COCCn1c(SCC(=O)N2CCCC2)nc2c(c1=O)SCC2,.,1,.,.,1,.,-2,15,-7,-0.5
O=C(CN1C(=O)NC2(CCCC2)C1=O)Nc1cc(Cl)ccc1N1CCOCC1,3,-3,.,-14,-4,.,5,14,5,0.5
O=C1COc2ccc(C(=O)CCl)cc2N1,2,-2,5,-2,10,5,?,0,-8,-5.9
CC(C)(C(N)=O)N1CCN(c2ncc(C(F)(F)F)cc2Cl)CC1,4,4,27,-19,6,-5,-3,-10,0,1.3
CC(=O)N1CCN(C(=O)c2oc3ccccc3c2C)CC1,5,2,-2,-21,-1,0,5,2,-2,1.2
N#Cc1nc(COc2ccccc2Cl)oc1N1CCCC1,-3,-4,-10,-2,-6,3,-3,-1,-3,0.2
Cc1c(C(N)=O)sc2ncn(CC(=O)OC(C)C)c(=O)c12,-6,3,10,-3,9,3,17,9,2,1.0
CCCc1nn(C)c(C(=O)Nc2ccc(C(C)(C)C)cc2)c1Cl,-5,2,-8,-14,-3,-1,-48,-2,-2,-3.6
CCCCCCN1CCN(C2CN(Cc3ccc([N+](=O)[O-])cc3)S(=O)(=O)C2)CC1 (centres undefined),.,-24,.,.,11,.,-5,12,2,0.3
Cc1cc(C)c2oc(C(=O)N(Cc3ccc(F)cc3)C3CCS(=O)(=O)C3)cc(=O)c2c1 (centres undefined),-2,-2,-9,-3,-1,-1,-1,12,2,2.2
COc1ccc(C(=O)Cn2cnc3ccccc3c2=O)cc1,-5,-3,55*,-5,-10,2,3,9,2,2.9
CN1CCN(C(=S)C(=O)Nc2ccc(Br)cc2)CC1,-3,8,.,-2,2,5,5,-7,-3,-0.1
CC(C)CN(C(=O)c1cccc([N+](=O)[O-])c1)c1c(N)n(CC(C)C)c(=O)[nH]c1=O,1,-1,12,-11,8,-3,-8,-3,16,-0.5
CC(NCCCSc1ccccc1)C(O)c1ccc(O)cc1 (centres undefined),.,-6,.,.,5,.,-6,2,-9,-0.1
COc1ccc2nc(NC(=O)Nc3ccccc3OC)sc2c1,2,8,25,8,-5,2,1,-1,-1,-0.7
O=C(NCCCN1CCCC1=O)c1cc(S(=O)(=O)N2CCOCC2)c(Cl)cc1Cl,.,5,.,-9,9,.,-5,-8,-3,-1.5
CC(=O)Nc1ccc2c(c1)nc(CCN1CCN(c3ccccn3)CC1)n2C,.,7,9,-4,4,1,-5,5,-14,-2.5
COc1ccccc1/C=C/C=N/N1CCN(c2ccccn2)CC1,-1,4,34,.,5,-4,1,-3,-2,0.8
COc1ccc(N(CC(=O)NCc2ccc(C)cc2)S(=O)(=O)c2c(C)[nH]c(=O)[nH]c2=O)cc1,5,-10,45,-8,5,1,2,-3,2,-0.2

# High-throughput results: PubChem, several laboratories
